# High-throughput results (PubChem)
# PAX8 reporter – inhibitors of PAX8 transcriptional activity in RMG-I cells; AID 652154; inhibition, % at 12.6 µM; hit rate 1.2% among 360,000; RMG-I TPO-luciferase reporter, SteadyGlo, 24 h;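 active means mean replicate inhibition at least 60% with every replicate also reaching 60%; inconclusive means only one of the two criteria is met; inactive means mean below 60% and not all replicates reaching 60%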;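 further: luciferase light reporting Pax8 driven TPO promoter activity; plate controls were median of neutral control wells for no effect and mitoxantrone controls for full effect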
# ARNT-TACC3 inh – ARNT/TACC3 interaction disruption; Q9Y6A5; AlphaScreen His-ARNT PAS-B/GST-TACC3 binding, luminescence; TACC3 fragment carries E629A point mutation; inhibition, % at 9.99 µM; hit rate 0.66% among 390,000; AID 623870;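 active means mean inhibition of replicates at least 50% and at least half of replicates each reaching 50%; inconclusive means half or more replicates reach 50% but mean below 50%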;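 further: 0% = complete ARNT plus TACC3 wells and 100% = ARNT alone without TACC3; many hits fall short of the cut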
# LGR2 inh – Drosophila LGR2 receptor signaling inhibition. HEK293 LGR2, CRE-luciferase, bursicon-stimulated, 4 h. inhibition, % at 9.99 µM. hit rate 0.35% among 380,000. AID 720647;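 active means drop in luminescence signal, shown as inhibition above about 50% in the replicate tests, limit read from the data, passing the limit was not always enough; inconclusive means probably only some replicates passing the limit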;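 further: agonist challenge used bursicon conditioned medium at about half maximal strength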
# DENV2 CPE – DENV2-induced cell death inhibition; DENV2-infected cells, cytopathic effect rescue, plate reader; CPE inhibition, % at 9.99 µM; hit rate 1.7% among 350,000; AID 651640; in the data active means CPE inhibition above about 20%, passing the limit was not always enough; inconclusive means no clear call, values can overlap the other calls; tested in BHK-21 cells;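 further: 0% = median of neutral control wells and 100% = median of positive control wells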
# EWS-Fli inh – inhibitors of EWS/Fli oncoprotein transcriptional activity; A673 NR0B1-luciferase reporter, viability-normalised; inhibition, % at 12.6 µM; hit rate 0.67% among 350,000; AID 651661;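 active means mean inhibition of at least 50% after viability correction, with every replicate also passing that limit; inconclusive means mean reaches 50% but only one of two replicates passes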;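 further: firefly luciferase signal divided by Alamar Blue viability fluorescence both relative to DMSO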
# Casp6 inh – inhibitors of human caspase-6. P55212. purified caspase-6, Z-VEID-R110 cleavage fluorescence. inhibition, % at 12.5 µM. hit rate 0.53% among 350,000. AID 686996;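 active means mean inhibition across replicates at least about 35%, with every replicate also reaching that limit, limit read from the data; inconclusive means only one of the two criteria met; inactive means neither criterion met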;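 further: 0% = median of neutral control wells and 100% = no fluorescence left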
# Target sequence (P55212 24-179 limits assumed): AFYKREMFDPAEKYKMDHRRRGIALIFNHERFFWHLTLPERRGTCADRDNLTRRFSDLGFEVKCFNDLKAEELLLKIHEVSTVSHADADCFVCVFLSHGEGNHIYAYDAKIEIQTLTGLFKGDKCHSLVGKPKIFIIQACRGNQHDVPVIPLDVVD
# Target sequence (P55212 194-293 limits assumed): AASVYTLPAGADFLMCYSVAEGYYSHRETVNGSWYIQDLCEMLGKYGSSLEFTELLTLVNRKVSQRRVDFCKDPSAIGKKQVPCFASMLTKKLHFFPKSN
# SIRT5 block – blocks human SIRT5 desuccinylation of peptide; AID 652115; hit rate 1.1% among 330,000; inhibition, % at 15 µM; Purified SirT5, succinyl-peptide AMC, trypsin-coupled fluorescence; Q9NXA8; in the data active means inhibition above about 15%; inconclusive means no clear call, values can overlap the other calls
# Target sequence (Q9NXA8 whole entry, looked up): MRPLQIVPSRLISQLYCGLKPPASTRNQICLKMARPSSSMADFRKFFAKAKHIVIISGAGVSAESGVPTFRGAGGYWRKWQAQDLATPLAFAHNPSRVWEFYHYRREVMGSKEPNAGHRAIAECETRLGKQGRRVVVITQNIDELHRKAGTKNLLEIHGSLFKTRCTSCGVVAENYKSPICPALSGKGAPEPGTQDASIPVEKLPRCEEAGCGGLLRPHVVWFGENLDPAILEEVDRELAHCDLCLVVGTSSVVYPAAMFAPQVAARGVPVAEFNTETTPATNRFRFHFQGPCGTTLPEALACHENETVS
# Active calls of the source: *; ? = inconclusive; / = no result given; & = joins results of further samples.
SMILES,PAX8 reporter,ARNT-TACC3 inh,LGR2 inh,DENV2 CPE,EWS-Fli inh,Casp6 inh,SIRT5 block
COc1cc(C)ccc1S(=O)(=O)NC(=O)C1(C)CCN1C(=O)COc1ccc(Cl)cc1 (configuration not stated),9,/,-1,-1,-4,1,-1
OCC[C@@H]1C[C@@H](O)[C@H](O)[C@]2(OCCc3ccccc32)O1,-11,-12,-13,-7,-6,/,/
CC(C)C1C(=O)N(Cc2cn(CCC3OCCO3)nn2)CCS(=O)(=O)N1Cc1ccc(-c2ccc(Cl)c(Cl)c2)cc1 (configuration not stated),13,/,18,25*,-1,0,8
Cc1ccc(S(=O)(=O)Nc2cccc3c2O[C@H](CN(C)Cc2ccc(Cl)c(Cl)c2)[C@@H](C)CN([C@@H](C)CO)C3=O)cc1,5,/,-5,/,2,/,/
COc1ccc(C(=O)O)c(OC)n1,11,-11,6,0,14,0,-5
COc1ccc(-c2ccc(CN3C(CC(C)C)C(=O)N(Cc4cn(Cc5ccco5)nn4)CCS3(=O)=O)cc2)cc1 (configuration not stated),-12,/,15,16,18,9,-5
C[C@H]1CN([C@@H](C)CO)C(=O)c2cccc(NC(=O)Nc3ccccc3)c2O[C@@H]1CN(C)S(=O)(=O)c1ccc(Cl)cc1,8,2,16,8,1,2,-1
O=C(COC(=O)c1ccccc1)NCCC1=CCCCC1,-2,-2,-17,-3,-2,-1,6
COCC(=O)Nc1ccc2c(c1)OC[C@@H](C)N(C(=O)c1ccccc1)C[C@@H](C)[C@@H](OC)CN(C)C2=O,/,-6,3,2,-3,/,0
CNC[C@@H]1Oc2ccc(NC(=O)C3CCCCC3)cc2CC(=O)N([C@H](C)CO)C[C@H]1C,-11,0,-6,-7,-21,-1,-1
CCCNC(=O)N1[C@@H](CO)[C@@H]2c3ccccc3N(C)C[C@@H]21,3,-3,5,-11,2,2,-2
COC(=O)C1=CN(c2ccc(N3CCOCC3)cc2)C(N)=C(C#N)C1c1cccc(F)c1 (configuration not stated),-11,/,-10,-5,1,-1,-2
C[C@H]1CN([C@@H](C)CO)C(=O)c2cc(NC(=O)Cc3cn(C)c4ccccc34)ccc2O[C@H]1CN(C)S(=O)(=O)c1ccc(F)cc1,/,/,16,8,5,1,/
CCCC(=O)N1CCC2(CC1)CN(S(C)(=O)=O)[C@@H](CO)c1c2c2ccc(OC)cc2n1C,/,/,-2,3,-7,/,/
C[C@@H]1CN([C@H](C)CO)S(=O)(=O)c2ccc(C#Cc3ccncc3)cc2O[C@H]1CN(C)C(=O)C1CCCCC1,78*,12,-5,-8,15,-2,2
NC(=S)Nn1c(CCC(=O)O)ccc1-c1ccccc1,9,7,-16,-8,-12,6,3
C[C@H](CO)N1C[C@H](C)[C@H](CN(C)S(=O)(=O)c2ccc(F)cc2)OCCCC[C@H](C)Oc2ccc(N(C)C)cc2C1=O,26,6,4,-6,-13,1,7
C[C@@H]1CN([C@H](C)CO)C(=O)c2cc(NC(=O)C3CCCCC3)ccc2O[C@@H]1CN(C)S(C)(=O)=O,-5,-4,7,24*,3,-1,-2
COc1ccccc1-n1c(O)c(C=NCc2ccccn2)c2ccccc2c1=O,1,-2,20,0,20,3,2
O=C(COC(=O)C1CC2C=CC1C2)Nc1c(Br)cc([N+](=O)[O-])cc1Br (configuration not stated),6,2,10,12,9,5,4
NC(=O)C(CCc1nc2ccccc2[nH]1)NS(=O)(=O)c1ccccc1 (configuration not stated),-13,/,3,-3,1,-2,/
COc1ccc(S(=O)(=O)Nc2ccc3c(c2)CC(=O)N([C@H](C)CO)C[C@H](C)[C@H](CN(C)Cc2ccc(C(=O)O)cc2)O3)cc1,-16,-11,-11,2,-8,2,-3
O=C(C[C@@H]1CC[C@H]2[C@@H](COC[C@@H](O)CN2Cc2cccc(F)c2)O1)NCC1CCCCC1,107*,1,2,-5,0,0,-4
Cn1c(O)c(N=NC(=O)c2ccccc2O)c2ccccc21,-59,-2,-29,/,-61,7,-5
C[C@@H]1CN([C@H](C)CO)C(=O)Cc2cc(NC(=O)Nc3ccc(C(F)(F)F)cc3)ccc2O[C@H]1CN(C)S(C)(=O)=O,-22,2,-10,-3,/,1,3
C[C@@H]1CN([C@H](C)CO)C(=O)CCCn2cc(nn2)CO[C@H]1CN(C)C(=O)Nc1ccc(-c2cccs2)cc1,82*,33,-17,15&5,-7&-6,-1&-3,8&3
O=C1N(Cc2cccc(Cl)c2)C[C@@H]2C[C@@H](c3cccn3-c3cccnc3)N3CCC[C@@]123,22,5,19,-2,26,7,-2
Cc1cccc(C)c1N1C(=O)CC(Sc2ccccc2N)C1=O (configuration not stated),16,/,/,1,8,1,/
CN1c2ccc(-c3ccccc3)cc2[C@H]2[C@H](CCN2C(=O)c2ccc3c(c2)OCO3)[C@H]1CO,18,10,7,-13,11,-5,3
Cc1ccc(S(=O)(=O)Nc2ccc3c(c2)C(=O)N([C@@H](C)CO)C[C@H](C)[C@H](CN(C)Cc2ccccc2)OCCCC[C@@H](C)O3)cc1,28,13,17,-20,33,/,/
CC1CCN(C(=S)c2cn(Cc3cccc(F)c3)c3ccccc23)CC1,15,-2,-5,7,0,-1,-15
C[C@@H]1CN([C@H](C)CO)C(=O)c2cc(NC(=O)Cc3ccccc3)ccc2O[C@@H](C)CCCCO[C@H]1CN(C)Cc1ccccc1,-16,-4,-10,?,7,-2,-4
CCOC(=O)c1cnc(SCC(=O)Nc2cccc(OC)c2)nc1N,/,1,-10,/,/,1,0
O=C(Cc1ccc([N+](=O)[O-])cc1)N1CCCc2ccccc21,6,-3,/,-5,-7,-5,0
CCCCC1Cc2[nH]c(=S)[nH]c(=O)c2C(c2ccc(Cl)cc2)O1 (configuration not stated),-10,/,-13,0,7,6,-3
Cc1noc(C)c1S(=O)(=O)Nc1ccc2c(c1)C(=O)N([C@H](C)CO)C[C@@H](C)[C@@H](CN(C)C(=O)CCC(F)(F)F)OCCCC[C@@H](C)O2,6,3,18,-4,0,1,1
Cc1noc(C)c1NC(=O)N[C@H]1CC[C@H](CC(=O)N2CCN(C)CC2)O[C@H]1CO,/,25,3,3,/,-2,2
CCOC(=O)CNC(=S)N(CCCN1CCCCC1)Cc1cccs1,-13,28,17,10,3,0,0
CC(=O)c1ccc(S(=O)(=O)N2Cc3ccccc3CC2C(=O)O)cc1 (configuration not stated),-2,19,-8,3,14,21,-6
CCCCCN(C(=O)NC(=O)Nc1ccccc1C)S(=O)(=O)c1ccccc1,18,0,7,4,1,2,-6

# Record cards, from the list above. Values in the order: PAX8 reporter, ARNT-TACC3 inh, LGR2 inh, DENV2 CPE, EWS-Fli inh, Casp6 inh, SIRT5 block
# Results for CCOC(=O)CNC(=S)N(CCCN1CCCCC1)Cc1cccs1 : -13, 28, 17, 10, 3, 0, 0
# Results for Cc1ccc(S(=O)(=O)Nc2ccc3c(c2)C(=O)N([C@@H](C)CO)C[C@H](C)[C@H](CN(C)Cc2ccccc2)OCCCC[C@@H](C)O3)cc1 : 28, 13, 17, -20, 33, /, /
# Results for CCCCCN(C(=O)NC(=O)Nc1ccccc1C)S(=O)(=O)c1ccccc1 : 18, 0, 7, 4, 1, 2, -6
# Results for Cn1c(O)c(N=NC(=O)c2ccccc2O)c2ccccc21 : -59, -2, -29, /, -61, 7, -5
# Results for O=C(Cc1ccc([N+](=O)[O-])cc1)N1CCCc2ccccc21 : 6, -3, /, -5, -7, -5, 0

# A second format for some results above:
O=C(Cc1ccc([N+](=O)[O-])cc1)N1CCCc2ccccc21
  PAX8 reporter: 6	ARNT-TACC3 inh: -3	LGR2 inh: /	DENV2 CPE: -5	EWS-Fli inh: -7	Casp6 inh: -5	SIRT5 block: 0

Cc1noc(C)c1S(=O)(=O)Nc1ccc2c(c1)C(=O)N([C@H](C)CO)C[C@@H](C)[C@@H](CN(C)C(=O)CCC(F)(F)F)OCCCC[C@@H](C)O2
  PAX8 reporter: 6	ARNT-TACC3 inh: 3	LGR2 inh: 18	DENV2 CPE: -4	EWS-Fli inh: 0	Casp6 inh: 1	SIRT5 block: 1

Cc1ccc(S(=O)(=O)Nc2ccc3c(c2)C(=O)N([C@@H](C)CO)C[C@H](C)[C@H](CN(C)Cc2ccccc2)OCCCC[C@@H](C)O3)cc1
  PAX8 reporter: 28	ARNT-TACC3 inh: 13	LGR2 inh: 17	DENV2 CPE: -20	EWS-Fli inh: 33	Casp6 inh: /	SIRT5 block: /

# Carrying on:
SMILES,PAX8 reporter,ARNT-TACC3 inh,LGR2 inh,DENV2 CPE,EWS-Fli inh,Casp6 inh,SIRT5 block
COc1cccc(CC2(CO)CCCN(Cc3ccccc3-c3ccco3)C2)c1 (configuration not stated),5,/,-2,-1,14,-8,2
COc1ccc(N(CC(=O)N/N=C/c2cccnc2)S(=O)(=O)c2ccc(C)cc2)cc1OC,5,-3,6,7,-13,2,0
COc1ccc(CN2C[C@H]3CON(C)[C@H]3C[C@H]2c2ccc(-c3cccc(F)c3)cc2)cc1,2,/,14,27*,-3,-1,-1
CN(CC(=O)Nc1ccccc1Cl)C(=O)COC(=O)c1nc(Cl)c(Cl)c(Cl)c1Cl,-6,-4,-16,4,23,1,-1
COc1cccc(CNC(=O)[C@H]2[C@H](CO)[C@H]3Cn4c(cccc4=O)[C@@H]2N3C(=O)C2CCCC2)c1,-39,/,29,16,2,-1,-1
CC(=O)NCCC(=O)NCC1(N(C)Cc2ccccc2)Cc2ccccc2C1,3,-6,3,-3,18,0,0
COc1ccc(-c2csc(Nc3ccc(C)cn3)n2)cc1,-136,-14,-23,-2,-93,-2,-1
COc1ccc(S(=O)(=O)N2CCOCC2)cc1NC(=O)Cc1ccc(Cl)c(Cl)c1,20,-4,-8,-1,5,1,3
COc1ccc(C)cc1NC(=O)Cc1csc(NC(=O)Nc2ccccc2OC)n1,11,/,-7,-4,4,-2,3
CC1=C(C(=O)OC2CCCC(C)C2)C(c2ccccc2)NC(=O)N1 (configuration not stated),31,-5,12,0,9,8,4
Cc1nn(C)c(Oc2cccc(C(F)(F)F)c2)c1C#N,-1,-1,/,4,-13,-1,1
Cc1ccc(S(=O)(=O)N(C)C[C@@H]2Oc3cc(-c4cccc(F)c4)ccc3S(=O)(=O)N([C@@H](C)CO)C[C@H]2C)cc1,21,-15,8,-4,26,2,?
Cc1cc(/C=C(\C#N)C(=O)N2CCCCC2)cc(C)c1O,3,/,-9,13,-10,9,-1
COc1ccc(C#Cc2cnc3c(c2)C(=O)N([C@H](C)CO)C[C@H](C)[C@H](CN(C)S(=O)(=O)c2ccc(C#N)cc2)O3)cc1OC,/,15,-7,6,7,4,5
Cc1cc(=O)[nH]c(N2CCN(C(=O)c3ccco3)CC2)n1,6,-6,-5,?,-2,-2,-2
O=C(C1=C[C@@H](c2ccc(C(F)(F)F)cc2)C[C@@H](OCc2ccc(CO)cc2)O1)N1CCN(Cc2ccc3c(c2)OCO3)CC1,2&21,-4,-8,-3,4&5,-5&-1,11
COc1ccc(CNC(=O)C[C@H]2CC[C@H](NC(=O)Nc3ccc4c(c3)OCO4)[C@@H](CO)O2)cc1,-11,1,30,-1,-11,-2,5
COc1cc(NC(=O)C/C(C)=N/NC(=O)C(=O)NCCO)c(OC)cc1Cl,38,13,1,5,9,-2,-1
O=C1CN(C(=O)COC(=O)c2cccnc2Cl)c2ccccc2N1,8,25,15,2,1,0,-3
C/C(Cc1ccccc1)=N/NC(=O)CNC(=O)C(c1ccccc1)c1ccccc1,11,3,-5,0,11,1,-2
C[C@H]1CN([C@@H](C)CO)C(=O)c2cc(NC(=O)Nc3cccc4ccccc34)ccc2O[C@@H]1CN(C)S(=O)(=O)c1ccccc1,17,20,-4,-1,11,-3,7

# Single values from the entries so far.
# For EWS-Fli inh, `CC(=O)NCCC(=O)NCC1(N(C)Cc2ccccc2)Cc2ccccc2C1` shows 18
# For SIRT5 block, `CN(CC(=O)Nc1ccccc1Cl)C(=O)COC(=O)c1nc(Cl)c(Cl)c(Cl)c1Cl` shows -1
